Artemis inh: blocks endonuclease activity of human Artemis; Q96SD1; recombinant Artemis, quenched FAM hairpin cleavage fluorescence; inhibition, % at 10 µM; 0.78% of 30,000 active; AID 686954;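 active means at 10 µM dose, at least 30% inhibition, measured as corrected fluorescence normalized to stimulator and neutral control wells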
Target sequence (Q96SD1 whole entry, looked up): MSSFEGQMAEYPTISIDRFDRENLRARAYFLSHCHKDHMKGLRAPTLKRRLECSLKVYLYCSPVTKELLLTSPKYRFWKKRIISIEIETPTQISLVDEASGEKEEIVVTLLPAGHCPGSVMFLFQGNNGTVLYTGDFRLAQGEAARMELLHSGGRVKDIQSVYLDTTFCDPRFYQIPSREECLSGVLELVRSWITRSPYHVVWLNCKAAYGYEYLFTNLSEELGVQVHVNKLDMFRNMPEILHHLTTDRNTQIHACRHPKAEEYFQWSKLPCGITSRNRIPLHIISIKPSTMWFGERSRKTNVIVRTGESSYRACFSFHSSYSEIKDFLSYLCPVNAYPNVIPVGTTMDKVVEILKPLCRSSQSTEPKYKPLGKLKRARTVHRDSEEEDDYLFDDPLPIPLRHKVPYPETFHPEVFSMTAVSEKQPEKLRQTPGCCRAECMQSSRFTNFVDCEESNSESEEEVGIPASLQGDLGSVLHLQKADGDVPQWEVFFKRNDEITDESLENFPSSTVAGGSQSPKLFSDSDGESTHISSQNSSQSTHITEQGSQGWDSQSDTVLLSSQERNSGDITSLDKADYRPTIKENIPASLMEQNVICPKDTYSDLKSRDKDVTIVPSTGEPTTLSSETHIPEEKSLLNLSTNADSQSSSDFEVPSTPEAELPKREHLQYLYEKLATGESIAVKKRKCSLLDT
Active calls of the source: *. A portion of the library, so the mix of outcomes need not match the whole.

SMILES | Artemis inh
CC(C)CC(=O)NC1(C(F)(F)F)C(=O)Nc2c1c(=O)n(C)c(=O)n2C (centres undefined) | -2
COc1ccc2oc(=O)c(C(=O)NCc3ccc4c(c3)OCO4)cc2c1 | -1
COCc1cc(C)nc(OCC(=O)N/N=C\c2cc(C)n(-c3cccc(C(F)(F)F)c3)c2C)c1C#N | 1
CCn1cc([N+](=O)[O-])c(C(=O)N2N=C(c3ccc4ccccc4c3)CC2c2cc(Br)ccc2O)n1 (centres undefined) | 18
Cc1ccc(-c2noc(CCC(=O)NC3CCN(Cc4ccccc4)CC3)n2)cc1 | 5
Cc1cc(C)c2nc(C(F)(F)F)c(C#N)c(N)c2c1 | -10
O=c1[nH]nnc2sc3c(c12)CCCC3 | 0
Cc1onc(-c2ccccc2)c1C(=O)NCCN1CCOCC1 | -1
N/C(=N\OC(=O)Nc1ccc(Cl)c(Cl)c1)c1ncc(C(F)(F)F)cc1Cl | 4
O=C(c1ccco1)N1CCN(C(=O)C2CCN(S(=O)(=O)c3cnc[nH]3)CC2)CC1 | 5
CSCCC(NC(=O)c1ccc(C)o1)C(=O)O (centres undefined) | -6
COc1ccc(NCc2nnc(SCC(=O)NCc3ccccc3)n2-c2ccccc2OC)cc1 | 11
COc1cc2ccccc2cc1C(=O)Nc1cccnc1 | -1
COc1cccc(=O)c2c(C)oc(C)c12 | -4
Cc1cc(C)c2nc(N)sc2c1 | 3
COc1ccccc1C(=O)n1nc(C)cc1C | 0
CCOc1ccc(NC(=O)C23CC4CC(C2)CC(c2ccccc2)(C4)C3)cc1 | 0
O=C(Nc1cc(Sc2ccccn2)cc([N+](=O)[O-])c1)c1ccc([N+](=O)[O-])cc1 | 7
CCOc1ccc(OCC(=O)NCCc2nc3ccccc3[nH]2)cc1 | -5
NC(=O)c1c(NC(=O)CN2CCOCC2)sc2c1CCC2 | -1
N#CC1=C(SCC(=O)c2ccc(Br)cc2)NC2=C(C(=O)CCC2)C1c1ccco1 (centres undefined) | 26
CCCCn1cnc2c(cnn2-c2ccc(Cl)cc2)c1=O | 1
O=C(O)C1CCN(c2nc(-c3ccccc3)nc3c2oc2ccccc23)CC1 | 18
Cc1onc(-c2c(F)cccc2Cl)c1C(=O)OCC(=O)Nc1c(C)n(C)n(-c2ccccc2)c1=O | 1
Cc1ccc(S(=O)(=O)NC(C)C(=O)NC2CCCCCC2)cc1 (centres undefined) | -4
Cn1c2c(c(=O)n(C)c1=O)CN(Cc1ccc(F)cc1)CN2 | 0
C/C(=N\NC(=O)Cc1cccn1C)c1ccc2ccccc2c1 | 8
COC(=O)C1C(=O)C2=C(CC1C)NC(=O)CC2c1ccccc1 (centres undefined) | -2
C=CCc1ccccc1OCC(CN1CCCCC1)OC(C)=O (centres undefined) | -1
Cc1ccc(CCN2CC(C(=O)NCCCN3CCCCCC3)CC2=O)cc1 (centres undefined) | 3
COc1ccc(-n2cnnc2)cc1 | -6
CC(NC(=O)Cn1nc(-c2ccccc2)c2ccccc2c1=O)c1ccccc1 (centres undefined) | -2
CC(=O)Nc1ccc(S(=O)(=O)Nc2c(C)n(C)n(-c3ccccc3)c2=O)cc1 | 1
COc1ccc(C2/C(=C(/O)c3ccccc3)C(=O)C(=O)N2C)cc1 (centres undefined) | 1
CCCn1nnc(NC(=O)c2cccnc2Cl)n1 | -5
Nc1nc(N)c2sc3nc4c(cc3c2n1)CCC4 | -2
CCOC(=O)/C(C#N)=c1/s/c(=C2\C=Cc3ccccc3N2CC)c(=O)n1CC | 2
Cc1ccc(NC(=O)CN(C)S(=O)(=O)c2cccs2)cc1F | -8
CCCOc1ccccc1C(=O)N(Cc1ccco1)C1CCS(=O)(=O)C1 (centres undefined) | -7
CC(C)OC(=O)CSc1nnc(-c2cnccn2)n1-c1ccccc1 | 0
CN(C)CCCOC(=O)Cc1ccc(Cl)cc1 | -6
CCC(=NC1CC(C)(C)NC(C)(C)C1)C1=C(O)CC(C)(C)CC1=O | -7
Cc1cc(Cl)ccc1OCCCC(=O)NCC1CCCO1 (centres undefined) | 4
CC(=O)c1c(C(C)=O)c(C)n(-c2ccc(N)c(C)c2)c1C | -1
CC1(C)CC(NC(=O)c2cccc3ccccc23)CC(C)(C)N1 | 3
O=C(/C(=C/O)N=Nc1ccc(Cl)cc1)c1ccncc1 | 11
Cc1ccc(C(=O)NC2CCS(=O)(=O)C2)cc1S(=O)(=O)N1CCCCC1 (centres undefined) | -2
O=C1CCCC2=C1C(c1ccccc1)CC(=O)N2c1ccccc1 (centres undefined) | 4
Cc1ccc(Cn2c(=O)n(Cc3ccco3)c(=O)c3ccccc32)cc1 | 5
C=CCn1c(SCC(=O)N2CCc3ccccc3C2)nc2sc(C)cc2c1=O | 13
Cc1ccc(C)c2[nH]c(=O)c(CN(Cc3ccc4c(c3)OCO4)Cc3nnnn3Cc3ccco3)cc12 | 13
Cc1cc(C)cc(NC(=O)c2ccc(CSc3nnnn3C)cc2)c1 | -4
Cc1nnc(SCC(=O)N(C)Cc2ccccc2)[nH]c1=O | -6
Cc1ccc(NC(=O)C2C(c3ccccc3)C=CC(c3ccccc3)C2C(=O)O)cc1 (centres undefined) | 1
Cn1nnnc1SCc1nc2ccccc2s1 | -7
COc1cccc(-n2nnnc2SCC(=O)Nc2nc3c(s2)CCCC3)c1 | 11

Further records:
SMILES | Artemis inh
NC(=O)c1ccccc1N/C=C/C(=O)c1ccc(F)cc1 | -3
O=C1C2CC=CCC2C(=O)N1c1n[nH]c(-c2ccccc2)n1 (centres undefined) | 2
CCOc1ccccc1NC(=S)Nc1ccccc1F | -3
CCC(C)NC(=O)c1ccccc1NC(=O)Nc1ccccc1 (centres undefined) | -1
CCCCCOC(=O)Cn1c(N2CCCCCC2)nc2c1c(=O)[nH]c(=O)n2C | 4
COc1ccc(/C=N/NC(=O)C(C)n2nnc3ccccc32)cc1OC (centres undefined) | -5
COc1cc(NC(=O)C2CCCO2)c(OC)cc1Cl (centres undefined) | -3
O=C1COc2ccc(C(=O)COC(=O)Cn3cnc4ccccc43)cc2N1 | 0
O=C(NCCCN1CCOCC1)c1ccccc1 | -3
O=C(CCCC(=O)N1CCN(c2ccccc2F)CC1)N1CCN(c2ccccc2F)CC1 | 8
CCOC(=O)c1nn(-c2ccccc2)c(-c2ccccc2)c1C(=O)c1ccccc1 | 4
CCCCn1c(=O)n(CC(=O)Nc2ccc(OC)c(Cl)c2)c(=O)c2c1nc(CO)n2CCC | 0
COc1ccc(C2NC(=O)NC3=C2CCc2ccccc23)cc1 (centres undefined) | 44*
Cc1ccc(NC2=NCC(=O)N2C2CCCC2)c(C)c1 | -2
CC1Cc2cc(/C(O)=C3/C(=O)C(=O)N(CCN4CCOCC4)C3c3cccc(Cl)c3)ccc2O1 (centres undefined) | -3
O=C(CN(CC1CCCO1)S(=O)(=O)c1ccc(S(=O)(=O)NC2CC2)cc1)Nc1ccccc1 (centres undefined) | 4

Additional results
smiles	Artemis inh
Cc1ccc(C(=O)NC(=S)Nc2ccc(S(=O)(=O)N3CCN(C)CC3)cc2)cc1	4
O=C(O)c1sccc1Oc1ccc(F)cc1[N+](=O)[O-]	0
CCCCCNC1=CC(=O)CC(c2ccccc2)C1 (centres undefined)	-5
Cc1cc(Oc2ccc(Cl)cc2)nc(-c2ccccc2O)n1	9
O=C(CSc1nnnn1-c1cccc2c1CCCC2)N1CCCCC1	0
CCOC(=O)C(CCCOc1ccc(C(C)CC)cc1)C(=O)OCC (centres undefined)	6
O=C(N1CCOCC1)N1CCCN(C(=O)N2CCOCC2)CC1	-12
O=C(O)CCCC(=O)N1CC(=O)Nc2ccccc21	-9
Cc1ccc(NC(=O)c2ccc(Cl)c(N3C(=O)C=CC3=O)c2)cc1	2
CC(=O)c1cccc(NC(=O)c2c(F)c(F)c(F)c(F)c2F)c1	8
COC(=O)c1ccc(Oc2ccc3nnc(C)n3n2)cc1	3
Cc1ccc(C(=O)NCc2ccc3c(c2)OCO3)cc1S(=O)(=O)N1CCCCC1	-2
N#CCc1nn(-c2ccccc2)c(N)c1C#N	-10
O=C(NCC(c1cccnc1)N1CCN(c2ccc(F)cc2)CC1)OCc1ccccc1 (centres undefined)	-2
O=C(Cn1cnc2cc([N+](=O)[O-])ccc2c1=O)Nc1ccc2c(c1)CCC2	6
CCOc1ccc(CN(C)CC(=O)c2c(N)n(Cc3ccccc3)c(=O)n(CC)c2=O)cc1OC	3
COc1cc(C(=S)N2CCCC2)ccc1OC(=O)c1ccc(Cl)cc1[N+](=O)[O-]	2
CCCCNCc1cccn1-c1ccccc1	-4
O=c1cc(CO)oc(CN2CCN(c3ccccc3F)CC2)c1O	-11
CCCN(CCC)CCCOC(=O)c1ccc(Cl)cc1Cl	-1
CC(C)CC(NC(=O)C(CC(C)C)NC(=O)OC(C)(C)C)C(=O)O (centres undefined)	-15
Cc1cc(C(F)(F)F)nc(Nc2nc(C)c3ccccc3n2)n1	-7
CCOC(=O)c1ccccc1NC(=O)c1cc(S(=O)(=O)N2CCOCC2)ccc1F	-6
Cc1ccccc1NCN1C(=O)C2C3C=CC(C3)C2C1=O (centres undefined)	-5
COc1ccc(CCN(Cc2nc3ccccc3c(=O)[nH]2)C(=O)c2ccco2)cc1	-5
Cc1nn(-c2ccccc2)c(C)c1/C=N\N1CCN(c2ccc(Cl)cc2)CC1	6
CCOC(=O)C1CCN(C(=O)COc2ccc(S(=O)(=O)NC(C)C)cc2Cl)CC1	-5
CC1CC(C)CN(CCCNC(=O)c2ccc(CS(=O)(=O)Cc3ccccc3F)o2)C1 (centres undefined)	-5
CCOc1ccc(-n2c(-c3ccccc3)nnc2-c2ccccc2)cc1	5
C=CCN(C(=O)Cn1nnc2ccccc21)C(C(=O)NCCOC)c1ccc(OC)cc1OC (centres undefined)	1
CC1CC(C)CN(C(=O)C2CCCN(S(=O)(=O)c3cccc4nonc34)C2)C1 (centres undefined)	-8
COc1ccc(C(=O)Nc2ccc3c(c2)nc(CN2CCN(C(C)=O)CC2)n3C)cc1	3
O=C(CSc1ncc(C(F)(F)F)cc1Cl)N1CCN(S(=O)(=O)c2ccccc2)CC1	10
CCCOc1ccc(S(=O)(=O)NCCCN2CCOCC2)c2ccccc12	-5
CCNC(=O)C1CC(=O)N(c2ccc(Br)cc2)C1 (centres undefined)	-4
CCOC(=O)c1nnc(-c2cccs2)nc1Oc1ccc(Cl)cc1	1
CCCC(=O)Nc1nnc(-c2ccco2)s1	-2
O=C(Nc1ccc(S(=O)(=O)NCc2ccco2)cc1)c1ccncc1	-1
CC1CCN(c2cc(N)c(Cl)cc2[N+](=O)[O-])CC1	3
Cc1cc(-c2cccs2)n[nH]1	-6
COc1ccc(-c2nnc(SCc3ccccn3)n2C)cc1	0
Cc1ccc(N(NC(=O)C(C)(C)O)C(=O)c2ccccc2)cc1C	-2
O=C(CSc1nc2ccccc2o1)c1cc2ccccc2oc1=O	5
O=C(O)c1cc2nc3c(c(C(F)(F)F)n2n1)CCc1ccccc1-3	1
CCCCn1c(O)c(C=NCCCN(C)C)c(=O)[nH]c1=O	2
Cc1ccc(-c2nnc(CSc3nnc(COc4cccc5ccccc45)n3-c3ccccc3)o2)cc1	12
Cc1ccc(-n2ncc3c(=O)n(-c4ccc(C)c(C)c4)c(C)nc32)cc1	6
Cc1cc(C)n(C(=O)CCNC(=O)c2ccccc2Br)n1	-10
CCOC(=O)C(CCCOc1cccc(CC)c1)C(=O)OCC	-6
N#Cc1c(-c2ccco2)c2c([nH]c1=S)CCCC2	-1
CCOC(=O)c1ccc(NC(=O)CC2COc3ccccc3O2)cc1 (centres undefined)	-1
Cc1cc(C)cc(NC2=NCC(=O)N2Cc2ccccc2)c1	-2
CC(C)(C)n1nnnc1C(c1cccs1)N(Cc1ccccc1)Cc1ccco1 (centres undefined)	2
CN(Cc1ccccc1)S(=O)(=O)c1ccc(C(=O)Nc2nnc(C3CC3)o2)cc1	13
Cc1cc(NC(=O)C2C3C(=O)N(Cc4ccc(Cl)cc4)C(C(=O)NC(C)(C)C)C34C=CC2(C)O4)no1 (centres undefined)	0
CC(C)(C)c1csc(NC(=O)Cn2c(=O)oc3ccccc32)n1	7
COc1ccc(S(=O)(=O)Nc2ccc3c(c2)OCO3)cc1Cl	-3
COCC(C)n1c(C)cc(C(=O)CSc2ccc(NC(C)=O)cc2)c1C (centres undefined)	-1
Cc1ccccc1NC(=O)/C(=C/c1ccco1)c1ccccc1	-7
CC1=Nn2c(nc(-c3ccccc3)c2-c2ccccc2)NC(=O)C1Br (centres undefined)	3

Further compounds:
smiles	Artemis inh
O=c1c2ccccc2nc(SCc2cn3ccsc3n2)n1-c1ccc(F)cc1	13
CCCC1CC(c2csc(N)n2)CCO1 (centres undefined)	-15
O=C(CCCCCCN1C(=O)c2ccccc2C1=O)Nc1nccs1	8
CCOc1ccc(NC(=O)CCN2CCN(S(=O)(=O)c3cc(Cl)ccc3OC)CC2)cc1	-8
